Screening data as filed in PubChem.
HSF1 inh – HSF1 inhibitors in luciferase reporter cells, primary screen, cell-based, NIH3T3, luminescence | NIH3T3-HGL HSE-luciferase, MG132-induced, luminescence 8 h; hits give low values | activity change, negative = inhibition, % at 7.5 µM (by protocol) | 0.77% of 300,000 active | AID 2098, 2009;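 active = more than half of replicate wells show activity change below -50%, luminescence cut by over half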;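 also: luciferase reports HSF-1 transcriptional activity via heat shock element; 0% = median of DMSO wells and -100% = zero luminescence signal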
SKKanGAS inh – S. pyogenes SKKanGAS growth inhibitors in kanamycin, primary screen, streptokinase expression inhibitor project, SKKanGAS strain, BacTiter-Glo luminescence; 6 h; 1.3% of 300,000 active; inhibition, % at 7.5 µM;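 active = mean replicate score, as percent of positive control median, at least 50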;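 also: strain carries kanamycin resistance gene driven by streptokinase promoter and grows in 40 µg/ml kanamycin; loss of luminescence reflects streptokinase promoter inhibition or plain growth inhibition; 0% = median of DMSO wells and 100% = positive control at its reference dose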
AI-2 QS modul – Vibrio harveyi AI-2 quorum sensing modulators, primary screen, JMH597 strain, luminescence/OD600 ratio; activity change, % at 7.5 µM; Vibrio harveyi JMH597 AI-2 luminescence/OD600 ratio, 9 h; hits give low values; strain lacks LuxN and CqsS sensors; 0 = neutral-control median; AID 2094, 2009; 0.4% of 300,000 active; in the data active = activity change below about -75%, passing the limit was not always enough;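 also: luminescence divided by OD600 gain over 9 h not by final OD600 alone; inactives centre near 13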
HIF activator – HIF pathway transcriptional activators, primary screen, cell-based, U2OS HRE-luciferase, luminescence. U2OS HRE-luciferase reporter; normalized: DMSO 0%, desferrioxamine 100%. activation, % at 7.5 µM (by protocol). 0.32% of 300,000 active. AID 1910, 2009;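 active = mean activation of at least 10% of the iron chelator positive control signal, with at least half of replicates also reaching 10%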
aSyn UTR inh – MLPCN primary screen, SNCA 5' untranslated region; alpha-synuclein 5'UTR reporter, inhibitor activity; inhibition, % (tested at 7.5 µM); 0.82% of 300,000 active; in the data active = inhibition above about 60%;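 also: H4 neuroglioblastoma cells stably carrying SNCA 5'UTR luciferase fusion; 0% = DMSO wells and 100% = positive control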
KLF5 inh – KLF5 expression inhibitors, primary screen, DLD-1 cells, luminescence. DLD-1 KLF5 promoter-luciferase reporter. inhibition, % at 5 µM. 0.23% of 290,000 active. AID 1700, 2009;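 active = inhibition above a per-plate limit of that plate's mean compound inhibition plus 3 SD, cut at about 60% in these data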;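 also: 0% = DMSO wells and 100% = LY294002 at 200 µM; higher means less KLF5 promoter-driven luciferase light; inactives centre near -14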
IEC-6 tox – cytotoxicity in IEC-6 intestinal epithelial cells, primary screen, cytotoxicity control for KLF5 inhibitor project, cell-based, luminescence. IEC-6 cytotoxicity, luminescence viability. inhibition, % at 5 µM. 0.78% of 290,000 active; in the data active = inhibition above about 22%;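 also: 0% = plate median of test compound wells and 100% = cytotoxic reference compound wells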
Platelet DG rel – inhibitors of platelet dense granule secretion, primary screen, cell-based, MLPCN, human platelets; human platelet-rich plasma, SFLLRN dense granule ATP release, luminescence; inhibition, %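 (compounds screened at 7.5 µM in platelet-rich plasma)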; 0.22% of 300,000 active;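 active = mean replicate score, as percent of positive control, at or above 50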
HSP90 inh – HSP90 inhibitors, primary screen, cell lysate, luminescence; 0.91% of 290,000 active; inhibition, % at 5.6 µM; Heat shock protein HSP 90 (rabbit reticulocyte lysate; luciferase refolding); Rabbit reticulocyte lysate, luciferase refolding luminescence, 3 h;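 active = inhibition above the screen-wide mean plus 3 SD, computed separately per campaign, cut at about 16% in these data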;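 also: 0% = DMSO wells and 100% = 60 µM geldanamycin wells; inhibitors lower the luminescence because luciferase stays unfolded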
HSF1 activator – HSF-1 activators, primary screen, NIH3T3-HGL cells, MG132 stress, luminescence, single point | NIH3T3-HGL HSF-1 luciferase reporter, 8 h; 100% = twice DMSO control signal | activation, % at 9 µM | 1.7% of 300,000 active;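 active = mean replicate activation of at least 50% with a set share of replicates each reaching 50%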;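 also: 0% = median of the neutral control wells and 100% = twice that signal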
Starred values were filed as active, the others as inactive; / = no result given.

Preview:
| nr | molecule | SKKanGAS inh | IEC-6 tox | KLF5 inh | AI-2 QS modul | aSyn UTR inh | HSF1 inh | HSF1 activator | HIF activator | HSP90 inh | Platelet DG rel |
| --- | --- | --- | --- | --- | --- | --- | --- | --- | --- | --- | --- |
| 1 | O=C(N/N=C/c1cccc([N+](=O)[O-])c1)c1ccncc1 | 1 | 3 | 7 | 20 | -7 | -3 | 5 | 0.1 | 6 | 35 |
| 2 | COc1ccc2c(c1OC)CN(C)CCc1cc3c(cc1C(=O)C2)OCO3 | 0 | 2 | -29 | 19 | 2 | -1 | -10 | -0.9 | 3 | -2 |
| 3 | O=C(Nc1cccc(S(=O)(=O)N2CCOCC2)c1)c1ccccn1 | -2 | 8 | 6 | 18 | -2 | -70* | -77 | 0.3 | 3 | 13 |
| 4 | CC(=O)N1CCN(C(=O)c2cc(-c3ccc(C)o3)nc3ccccc23)CC1 | 3 | / | / | 17 | -33 | -3 | -3 | 0.1 | / | 10 |
| 5 | C[C@@H](CN=[N+]=[N-])CN1CC[C@H](O)CCC1=O | 0 | 4 | 7 | 26 | -12 | -4 | -8 | -0.1 | -4 | 0 |
| 6 | COc1cccc(NC(=O)CCNS(=O)(=O)c2ccc3c(c2)oc(=O)n3C)c1 | 6 | -9 | -9 | 24 | 35 | -1 | 3 | -0.2 | -2 | -9 |
| 7 | Cc1ccccc1C(=O)NCCOc1ccccc1Cl | 2 | -3 | -118 | 10 | -41 | 43 | 70* | -1.8 | 7 | -15 |
| 8 | Cn1cccc1-c1cc(C(=O)N/N=C/C=C/c2ccccc2)[nH]n1 | -12 | -7 | -50 | 67 | 13 | 6 | 9 | 1.7 | 3 | 0 |
| 9 | COc1ccccc1N1C(=NC(=O)CCc2ccccc2)SC2CS(=O)(=O)CC21 (stereo not given) | 1 | -6 | 1 | 6 | 12 | 7 | 30 | -0.2 | -4 | -1 |

The listing, repeating the preview:
| nr | molecule | SKKanGAS inh | IEC-6 tox | KLF5 inh | AI-2 QS modul | aSyn UTR inh | HSF1 inh | HSF1 activator | HIF activator | HSP90 inh | Platelet DG rel |
| --- | --- | --- | --- | --- | --- | --- | --- | --- | --- | --- | --- |
| 1 | O=C(N/N=C/c1cccc([N+](=O)[O-])c1)c1ccncc1 | 1 | 3 | 7 | 20 | -7 | -3 | 5 | 0.1 | 6 | 35 |
| 2 | COc1ccc2c(c1OC)CN(C)CCc1cc3c(cc1C(=O)C2)OCO3 | 0 | 2 | -29 | 19 | 2 | -1 | -10 | -0.9 | 3 | -2 |
| 3 | O=C(Nc1cccc(S(=O)(=O)N2CCOCC2)c1)c1ccccn1 | -2 | 8 | 6 | 18 | -2 | -70* | -77 | 0.3 | 3 | 13 |
| 4 | CC(=O)N1CCN(C(=O)c2cc(-c3ccc(C)o3)nc3ccccc23)CC1 | 3 | / | / | 17 | -33 | -3 | -3 | 0.1 | / | 10 |
| 5 | C[C@@H](CN=[N+]=[N-])CN1CC[C@H](O)CCC1=O | 0 | 4 | 7 | 26 | -12 | -4 | -8 | -0.1 | -4 | 0 |
| 6 | COc1cccc(NC(=O)CCNS(=O)(=O)c2ccc3c(c2)oc(=O)n3C)c1 | 6 | -9 | -9 | 24 | 35 | -1 | 3 | -0.2 | -2 | -9 |
| 7 | Cc1ccccc1C(=O)NCCOc1ccccc1Cl | 2 | -3 | -118 | 10 | -41 | 43 | 70* | -1.8 | 7 | -15 |
| 8 | Cn1cccc1-c1cc(C(=O)N/N=C/C=C/c2ccccc2)[nH]n1 | -12 | -7 | -50 | 67 | 13 | 6 | 9 | 1.7 | 3 | 0 |
| 9 | COc1ccccc1N1C(=NC(=O)CCc2ccccc2)SC2CS(=O)(=O)CC21 (stereo not given) | 1 | -6 | 1 | 6 | 12 | 7 | 30 | -0.2 | -4 | -1 |
| 10 | CCOc1ccc(Cl)cc1CNc1nnnn1CC | 1 | -9 | -35 | 22 | 3 | -4 | -1 | -0.4 | -4 | -5 |
| 11 | NC(=O)c1cc2cc(Br)ccc2oc1=NCc1ccccc1 | 2 | 2 | -10 | 36 | -57 | 142 | 190* | 1.3 | 5 | 3 |
| 12 | CN(CC(=O)NC(=O)NCc1ccco1)Cc1nc2ccccc2c(=O)[nH]1 | 2 | 5 | -3 | 34 | 1 | -1 | -7 | 0.2 | 3 | 10 |
| 13 | CCC(C)NS(=O)(=O)c1ccc(OCC(=O)N2CCCCC2)cc1 (stereo not given) | -5 | 2 | -20 | 17 | 12 | -13 | 6 | -0.7 | 5 | 0 |
| 14 | CCCCOC(=O)Nc1nc2ccccc2s1 | 0 | 6 | -74 | 4 | -252 | 22 | 25 | 4.4 | 1 | 6 |
| 15 | O=C(CCc1nc2ccccc2c(=O)[nH]1)N1CCN(S(=O)(=O)c2ccccc2Br)CC1 | -7 | / | / | 11 | 39 | 1 | 2 | 1.5 | / | / |
| 16 | CC(C)CN(C(=O)CCCOc1ccc(Cl)cc1Cl)c1c(N)n(Cc2ccccc2)c(=O)[nH]c1=O | 7 | / | / | 37 | 3 | 10 | 33 | 0.1 | / | -25 |
| 17 | Cc1ccc(-c2nnn(CC(=O)N3CCCCC3)n2)c(-n2cnnn2)c1 | 7 | -3 | 5 | 23 | -17 | -7 | 15 | -0.3 | -2 | 1 |
| 18 | Cc1ccnc(NC(=O)C2CCN(S(=O)(=O)c3cccc(C(F)(F)F)c3)CC2)c1 | 19 | 3 | -24 | 2 | -12 | 11 | 26 | 0.9 | -1 | -4 |
| 19 | COc1cccc(/C(O)=C2/C(=O)C(=O)N(c3ccccn3)C2c2ccc(OC)c(OC)c2)c1 (stereo not given) | 4 | -2 | -31 | 17 | 1 | 2 | 0 | 0.4 | 2 | -5 |
| 20 | CC(C)N(c1ccccc1)c1ccc(NC(=O)COC(=O)CCN2C(=O)c3cccc([N+](=O)[O-])c3C2=O)cc1 | 12 | -5 | -10 | 18 | 34 | 6 | 14 | -0.3 | 3 | 10 |
| 21 | CC(=O)Nc1ccc(CN2CCN(Cc3ccc(C)cc3)C(CCO)C2)cc1 (stereo not given) | 0 | 0 | -9 | 2 | 1 | -2 | 2 | 0.6 | 1 | 13 |
| 22 | CCCCCCn1c(SCC(=O)OC)nc2c1c(=O)[nH]c(=O)n2C | 8 | -4 | -15 | 16 | -13 | 2 | 1 | -0.2 | -4 | -10 |
| 23 | Cc1onc(-c2ccccc2Cl)c1C(=O)NCc1ccc(S(N)(=O)=O)cc1 | 1 | -5 | -27 | 20 | -10 | -3 | -1 | -27 | 0 | 0 |
| 24 | CC(=O)Nc1cccc(NC(=O)Cc2ccc3ccccc3c2)c1 | -11 | -1 | -35 | 37 | -5 | 5 | 2 | -1.3 | -2 | -3 |
| 25 | CCOC(=O)C1CCCN(C/C=C/c2ccccc2)C1 (stereo not given) | 6 | 1 | -48 | 9 | -6 | -4 | -3 | -2.2 | -2 | 0 |
| 26 | CCCCn1c(=O)c(C(=O)N/N=C/c2ccc(F)cc2)c(O)c2ccccc21 | 11 | 3 | -21 | 31 | -16 | -1 | -3 | 0.1 | 0 | -7 |
| 27 | Cc1ccc(CNC(=O)CSc2nc3ccccc3c(=O)n2CCCO)cc1 | 6 | -5 | 2 | 9 | 30 | -2 | 13 | -0.3 | -1 | 0 |
| 28 | Cc1ccc2[nH]c(=O)c(CN(CCc3ccccc3)Cc3nnnn3CC3CCCO3)cc2c1 (stereo not given) | -5 | 3 | 6 | 28 | 3 | 8 | -11 | 0.7 | 0 | 7 |
| 29 | O=C(Cn1c(C2CC2)nc2ccccc2c1=O)Nc1ccc(Br)cc1 | 9 | -9 | -24 | 4 | 3 | 10 | 19 | -0.5 | 0 | 2 |
| 30 | CC1(C)CCC(=O)N2CC[C@H]3C[C@H](OC(=O)Nc4ccc5c(c4)OCO5)C[C@@H]1[C@H]32 | 4 | -5 | -69 | 5 | -105 | -3 | -10 | 5.0 | -8 | 10 |
| 31 | O=C(CCc1nc2ccccc2c(=O)[nH]1)Nc1cccc(S(=O)(=O)N2CCCCC2)c1 | -1 | / | / | 14 | 7 | -2 | 18 | -0.1 | / | 2 |
| 32 | COc1cc(/C=C(/C#N)c2nc3ccccc3[nH]2)ccc1OCC(=O)Nc1ccccc1C(C)C | 31 | -2 | 2 | 46 | 103* | -14 | -17 | -2.3 | 0 | -4 |
| 33 | CCc1nnc(NC(=O)c2cccc(S(=O)(=O)N3CCN(c4ccccc4)CC3)c2)s1 | 19 | 4 | -11 | 4 | -6 | -1 | -2 | 0.6 | 0 | 0 |
| 34 | CC(C)C1=NN2C(=N)CC(=O)N=C2S1 | 0 | -2 | -28 | 20 | 11 | -5 | -17 | -0.2 | -2 | 1 |
| 35 | CN(c1ccccc1)S(=O)(=O)c1ccc(Cl)c(C(=O)OCC(=O)NCc2ccco2)c1 | -15 | -4 | -12 | 23 | -12 | 7 | 26 | -1.2 | 0 | -9 |
| 36 | COc1cc(C2NC(=O)NC3=C2C(=O)OC3)cc(OC)c1OC (stereo not given) | -1 | -6 | -22 | 10 | 4 | -2 | -13 | 0.0 | -1 | 1 |
| 37 | Cc1ncoc1C(=O)N1CCCC(N2CCN(c3cccc(C(F)(F)F)c3)CC2)C1 (stereo not given) | 0 | 6 | -22 | 11 | 19 | 2 | 2 | 0.5 | 2 | -4 |
| 38 | C=CCN=C1SCC(=O)N1S(=O)(=O)c1ccccc1 | 3 | -2 | -2 | 13 | -21 | 1 | -15 | -0.4 | -2 | 3 |
| 39 | CCCNc1sc(S(=O)(=O)CCC)nc1S(=O)(=O)c1ccc(C)cc1 | -7 | 1 | 5 | 3 | 3 | -2 | 2 | 0.2 | -3 | 10 |
| 40 | CC(=O)N1CCCc2cc(S(=O)(=O)NC(C(=O)NCc3ccc(C)cc3)C(C)C)ccc21 (stereo not given) | -12 | 1 | 10 | 2 | -19 | -3 | 1 | -0.1 | -3 | -9 |
| 41 | CC1CCN(S(=O)(=O)c2ccc3c(c2)CCN3C(=O)CCC(=O)O)CC1 | -2 | -2 | -20 | 26 | -11 | -6 | -5 | -0.2 | -1 | 9 |
| 42 | COc1ccc(-c2csc3ncnc(N4CCN(C(=O)c5ccco5)CC4)c23)cc1 | 3 | / | / | 4 | -3 | -4 | 1 | -0.2 | / | / |
| 43 | CCCCCCc1ccc(-c2ncc(N)cn2)cc1 | 11 | -4 | -124 | 67 | -68 | 28 | 51* | 1.5 | -11 | -2 |
| 44 | Cc1cccc(C(=O)N2CC3(C)CC2CC(C)(C)C3)c1 (stereo not given) | 0 | -5 | -3 | 15 | -2 | -2 | -9 | -1.4 | -2 | -10 |
| 45 | Cc1onc(-c2c(Cl)cccc2Cl)c1C(=O)Nc1ccc(N2CCOCC2)cc1 | 2 | -4 | -2 | 25 | -2 | -8 | 2 | -0.4 | 2 | -6 |
| 46 | Cc1cccc(-n2c(SCC(=O)N3CCCC3)nnc2-c2ccccn2)c1C | 7 | 1 | 6 | 20 | 1 | -10 | -7 | 0.7 | 5 | 3 |
| 47 | C/C(=N\NC(=O)c1cc([N+](=O)[O-])cc([N+](=O)[O-])c1)c1ccco1 | 11 | 8 | -4 | 21 | 12 | -7 | 0 | 0.0 | 2 | 0 |
